Compound activity (PubChem BioAssay)
TEAD-YAP block: TEAD-YAP interaction inhibition, primary screen, TEAD-YAP interaction inhibitor project, luminescence, HEK-TIYL cells; TEAD-Gal4/YAP UAS-luciferase luminescence; 640,000 tested, 1.4% active; inhibition, % at 9.12 µM; in the data active = inhibition above about 32%;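 also: 0% = median of test compound wells and 100% = reference inhibitor wells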
MITF primary: MITF inhibitors, primary screen, biochemical, AlphaScreen, human; 650,000 tested, 0.91% active; inhibition, % at 2.6 µM; AlphaScreen MITF homodimerization, bead proximity signal; in the data active = inhibition above about 50%;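 also: 0% = vehicle wells with protein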
FBW7 act: FBW7 E3 ligase activators, primary screen, biochemical, AlphaScreen, human. F-box/WD repeat-containing protein 7 (Homo sapiens), Q969H0. AlphaScreen FBW7–phospho-cyclin E peptide binding, activator screen. normalized activity (activation), % at 26.1 µM. 650,000 tested, 0.13% active. AID 1259310, 2017; in the data active = normalized activity above about 1.9%;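 also: purified mutant Fbw7 with reduced substrate affinity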
Target sequence (Q969H0 whole entry, looked up): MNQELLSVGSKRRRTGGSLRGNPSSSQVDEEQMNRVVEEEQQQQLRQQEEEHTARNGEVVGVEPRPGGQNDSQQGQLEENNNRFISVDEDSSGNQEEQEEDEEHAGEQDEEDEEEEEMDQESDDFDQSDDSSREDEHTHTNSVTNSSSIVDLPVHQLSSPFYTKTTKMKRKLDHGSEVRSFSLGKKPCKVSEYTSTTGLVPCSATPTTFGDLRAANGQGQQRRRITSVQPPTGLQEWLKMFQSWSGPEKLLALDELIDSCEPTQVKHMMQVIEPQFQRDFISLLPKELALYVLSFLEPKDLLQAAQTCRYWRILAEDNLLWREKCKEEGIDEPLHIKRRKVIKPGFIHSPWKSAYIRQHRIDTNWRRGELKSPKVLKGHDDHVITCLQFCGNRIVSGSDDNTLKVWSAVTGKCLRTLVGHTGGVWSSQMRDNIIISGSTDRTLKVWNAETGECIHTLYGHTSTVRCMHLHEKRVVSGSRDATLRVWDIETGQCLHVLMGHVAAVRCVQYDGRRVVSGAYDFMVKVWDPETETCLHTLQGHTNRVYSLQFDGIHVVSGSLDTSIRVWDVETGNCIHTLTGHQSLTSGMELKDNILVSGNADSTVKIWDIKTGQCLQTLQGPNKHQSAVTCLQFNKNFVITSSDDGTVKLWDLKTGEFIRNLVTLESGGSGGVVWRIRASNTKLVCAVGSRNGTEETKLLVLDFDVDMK
GPR151 ag: activators of human GPR151, primary screen, cell-based, PathHunter beta-arrestin, luminescence. G-protein coupled receptor 151 (Homo sapiens), Q8TDV0. PathHunter beta-arrestin GPR151 cells. activation, % at 11.2 µM. 650,000 tested, 1% active; in the data active = activation above about 4.9%;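 also: 0% = median of compound wells and 100% = cells with positive control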
The depositor's hits bear a star; / = no result given.

canonical_smiles,TEAD-YAP block,MITF primary,FBW7 act,GPR151 ag
O=C(CCCCCn1c(SCc2ccccc2Cl)nc2ccsc2c1=O)NCCc1ccccc1,-1.2,-0.3,0.0,2.0
O=C(c1cnc2sc3ccccc3n2c1=O)N1CCOCC1,6.1,11.7,0.2,0.3
C=CCOc1ccccc1CN1CCN(CCC(C)C)C(CCO)C1 (stereo not given),3.8,-3.8,0.1,0.0
O=C(c1ccnc(-n2cnnn2)c1)N1CCC(CO)(CCc2ccccc2)CC1,-32.5,4.7,0.1,0.9
CCC1CCC(=NNC(=O)OC(C)(C)C)CC1 (stereo not given),-28.2,-4.9,0.2,-0.6
COc1ccc(C(=O)NCc2ccco2)cc1Br,-1.9,9.2,0.2,-1.7
COc1ccc(-n2ncc3c(N4CCN(c5cccc(C)c5C)CC4)ncnc32)cc1,-5.2,23.0,0.6,-0.5
COc1cc2c(cc1OC)C(COc1ccc(F)cc1)N(C(=O)c1cccc([N+](=O)[O-])c1)CC2 (stereo not given),0.2,-7.3,-0.1,2.1
CCn1c(=O)n(CC(=O)NC(C)(C)C)c2cccnc21,5.9,10.9,0.0,-0.1
O=C1CC(c2ccccc2)CC2=C1C(c1cccc3ccccc13)Nc1ccccc1N2 (stereo not given),3.9,1.0,-0.1,2.6
CC1=C(C(=O)OCCc2ccccc2)C(c2ccccc2[N+](=O)[O-])CC(=O)N1 (stereo not given),5.5,-0.2,0.1,0.1
COc1ccccc1N1CCN(S(=O)(=O)c2c(C)ccc3nsnc23)CC1,-7.1,-13.8,0.1,-0.3
Cc1ccccc1C(=O)Nc1cccc(Cl)c1,-46.3,-10.6,0.2,3.6
CC1CCN(Cc2c(C#N)c3ccccc3n2C)CC1,0.0,-2.9,0.1,0.2
Cc1ccc(NC(=O)C2COc3ccccc3O2)c(Br)c1 (stereo not given),-41.3,-0.9,0.0,0.7
COCCOC(=O)C1=C(C)NC(=O)NC1c1cc(OC)c(O)c(OC)c1 (stereo not given),3.1,4.3,0.1,1.8
CCOc1cc(/C=N/NC(=O)CCc2n[nH]c(=O)[nH]c2=O)ccc1O,9.0,-3.5,-0.1,0.8
CCc1nc(N=C(N)N)nc2ccccc12,26.2,10.1,-0.5,0.5
O=C(Nc1cccc(-c2ccn[nH]2)c1)C1CCN(Cc2cccc3cnccc23)CC1,10.5,2.4,-0.2,-1.0
COc1ccc(OC)c(NC(=O)c2c(NC(=O)c3cccs3)sc3c2CCCC3)c1,2.4,-13.3,0.6,0.4
COc1ccc(OCC(O)CNC(=O)Nc2ccc(Cl)cc2)cc1 (stereo not given),0.3,-3.9,-0.2,-0.4
CCNC(=O)CCSc1cccc2cccnc12,-13.3,-8.8,-0.1,-0.1
CCN/C(C)=C/c1nsc(Nc2ccc(Cl)c(Cl)c2)n1,-2.1,21.1,-0.1,-1.6
O=[N+]([O-])c1ccc(N2CCN(S(=O)(=O)c3ccccc3)CC2)cc1N1CCc2ccccc2C1,1.4,-10.7,-0.1,3.6
COc1ccccc1NC(=O)c1sc2ncn(Cc3cccc(Br)c3)c(=O)c2c1C,8.3,15.8,-0.1,-1.1
CC(C(O)c1ccc2ccccc2c1)N1CCCCC1 (stereo not given),9.7,9.4,0.0,2.1
CCN1CCN(C(=O)Cn2nc(C)n3cccc3c2=O)CC1,-6.2,-1.1,0.0,1.3
Cc1ccc(NC(=O)CCCCCN2C(=O)c3cccc([N+](=O)[O-])c3C2=O)c(C)c1,3.9,-6.2,0.0,-0.3
CN(C)CCNc1cc(-c2cn[nH]c2)ccc1NC(=O)[C@@H]1COc2ccccc2O1,-30.5,13.2,0.1,-1.4
Cc1cc(C(=O)O/N=C(\N)Cc2cccc3ccccc23)ccc1[N+](=O)[O-],-0.3,5.3,0.0,-1.4
COc1ccc(S(=O)(=O)NCC(c2ccc3c(c2)CCN3C)N2CCN(C)CC2)cc1 (stereo not given),8.4,-6.5,-0.1,-0.3
Cc1ccc(N(CC(=O)Nc2cccc(F)c2)S(=O)(=O)c2c(C)noc2C)cc1,-2.2,-8.5,-0.2,0.0
Cn1c(=O)c2c(nc(N3CCN(c4ccc([N+](=O)[O-])cc4)CC3)n2C)n(C)c1=O,6.4,15.4,0.0,-0.5
CCSc1nc2sc3c(c2c(=O)n1-c1ccccc1)CCN(CCc1ccccc1)C3,6.8,8.1,0.0,-1.4
O=C(NCCn1nnn(-c2ccccc2)c1=O)c1ccno1,3.4,1.0,0.1,0.6
COc1cccc(/C=C/c2nc3ccccc3c(=O)n2-c2ccc(Br)c(C)c2)c1OC,-4.8,12.0,0.2,1.5
COc1cccc(-c2cc(C(=O)Nc3ccc(C(C)=O)cc3)no2)c1,-10.3,-10.6,-0.1,0.1
CCOc1ccc(N2C(=O)/C(=C/c3ccc(OC)c(OC)c3)NC2=S)cc1,0.6,6.0,-0.1,0.0
Cc1cncc2cccc(NC3CCN(C(=O)C(O)c4ccc(F)cc4)CC3)c12 (stereo not given),2.8,3.1,-0.2,1.0
CCOC(=O)N1CCC(N2C(=O)c3ccc(C(=O)O)cc3C2=O)CC1,-3.4,1.4,-0.1,-0.6
O=C(CCSCCc1ccccn1)Nc1cccc(Cl)c1,0.2,14.1,0.1,-0.6
Cn1c(CNC(=O)c2ccco2)nnc1SCC(=O)N1N=C(c2ccc(Br)cc2)CC1c1ccc(F)cc1 (stereo not given),-3.8,-12.2,-0.1,-0.7
CC(N)(C(=O)O)c1ccc(P(=O)(O)O)cc1 (stereo not given),/,3.5,-0.1,-0.2
Cc1ccc(C(O)(c2nnc(-c3ccccc3)o2)c2nccn2C)cc1C (stereo not given),-4.8,6.5,-0.1,-0.5
CC(C)(C)C(=O)Cn1c(=N)n(CCN2CCCCC2)c2ccccc21,-10.6,4.2,-0.2,0.4
O=C(Cc1ccc([N+](=O)[O-])cc1)Nc1ccc2c(c1)C(=O)NC2=O,-8.1,-24.7,0.2,0.8
COc1ccccc1N1CCN(c2cc(N3CCN(S(=O)(=O)c4ccccc4)CC3)ccc2[N+](=O)[O-])CC1,1.1,17.5,0.0,-0.4
O=c1cc2oc3cc(O)c(O)cc3c(-c3ccc4c(c3)OCO4)c-2cc1O,18.3,113.3*,-1.1,-1.1
CCCCC/C=C\C[C@@H](O)[C@@H](O)C/C=C\C/C=C\CCCC(=O)O,/,6.8,/,-0.8
CCOC(=O)C1=C(C)NC2=C(C(=O)C(C(=O)OCC)C(c3ccc(OC)cc3)C2)C1c1ccc(SC)cc1 (stereo not given),2.4,-0.5,0.1,2.9

In the list so far, these have a tert-butyl group.
canonical_smiles,TEAD-YAP block,MITF primary,FBW7 act,GPR151 ag
CCC1CCC(=NNC(=O)OC(C)(C)C)CC1 (stereo not given),-28.2,-4.9,0.2,-0.6
CCn1c(=O)n(CC(=O)NC(C)(C)C)c2cccnc21,5.9,10.9,0.0,-0.1
CC(C)(C)C(=O)Cn1c(=N)n(CCN2CCCCC2)c2ccccc21,-10.6,4.2,-0.2,0.4

(listing goes on)
canonical_smiles,TEAD-YAP block,MITF primary,FBW7 act,GPR151 ag
N#CSC(C#N)Cc1cccc([N+](=O)[O-])c1 (stereo not given),9.8,0.3,-0.2,-0.5
CCn1c(=O)c(C(=O)Nc2cccc(Br)c2)c(O)c2ccccc21,3.4,10.8,0.2,0.4
CN(C)c1nc(NCc2ccccc2)nc(SCC(N)=O)n1,7.0,-13.0,0.1,4.2
Clc1ccccc1Nc1nc2nonc2n2nnnc12,-84.6,-5.9,0.1,0.5
CCOc1ccccc1CN1CCN(C2CCCC2)CC1CCO (stereo not given),-3.8,3.3,0.0,0.7
C=CCNc1oc(-c2cccs2)nc1S(=O)(=O)c1ccccc1,6.9,-4.8,-0.1,1.3
CN1C(=O)CC(c2ccccc2)Sc2ccccc21 (stereo not given),12.8,2.0,0.2,1.5
NC(=O)c1nc(-c2ccccc2Cl)nc2c1[nH]c(=O)n2C1CCCCC1,-0.5,13.3,0.1,2.0
CCC(C)NCCOc1ccc(C)c(C)c1 (stereo not given),-15.4,3.5,0.1,-0.3
Cc1ccc(-n2nc3cc(C)c(NC(=O)c4cccc(C)c4)cc3n2)cc1,-3.5,-4.8,0.0,1.9
COc1ccc(NS(=O)(=O)c2c[nH]c3ccc([N+](=O)[O-])cc23)cc1,9.0,-0.4,0.2,1.5
O=C(NCC1COc2ccccc2O1)c1cc2c(=O)oc3ccccc3c2s1 (stereo not given),-4.7,-20.4,0.0,-1.6
CCC(C)NC(=O)CN(c1cccc(OC)c1)S(C)(=O)=O (stereo not given),1.9,-1.7,0.1,-0.1
CCC(=O)Nc1cccc(NC(=S)NC(=O)c2ccccc2)c1,-22.2,17.7,0.5,-1.7
COc1ccc(S(=O)(=O)N(C)CC(=O)NCC(C)C)cc1C,7.2,16.4,0.8,0.2
C/C(N)=C(/C#N)C(=O)Cn1nnc(-c2ccccc2Cl)n1,-0.4,11.7,0.0,0.8
CCCOC(=O)C1=C(C)NC(=O)NC1c1ccc(OC)c(OC)c1 (stereo not given),3.4,16.1,0.4,-1.0
CCN1CCN(C(=O)CN(c2ccc(Cl)cc2)S(C)(=O)=O)CC1,5.7,11.2,0.5,-0.2
CCOCCCNc1ncc2c(n1)CC(c1ccccc1Cl)CC2=O (stereo not given),1.6,4.5,-0.2,0.3
O=C(Cn1cnc2ccccc2c1=O)Nc1ccc(Br)cc1F,6.0,9.5,0.2,1.0
COC(=O)c1ccc(C(=O)NC(=S)Nc2sc3c(c2C(N)=O)CCCC3)cc1,4.4,-4.5,0.0,0.9
Cc1cc(-c2cnc(N3CCCCC3)nc2C2CCN(C(=O)OC(C)(C)C)CC2)on1,0.8,-23.1,0.0,2.7
O=C(Nn1cnc2ccccc21)c1cc([N+](=O)[O-])cc([N+](=O)[O-])c1,-7.9,2.5,-0.1,-2.2
COc1ccc2c(c1)NC(=O)C2(O)C(F)(F)F (stereo not given),-5.1,4.6,0.5,0.0
COc1ccccc1C1C(C#N)=C(SC)NC(=O)C1C#N (stereo not given),0.0,-7.0,0.1,-0.9
O=C1Nc2ccc(Cl)cc2/C1=C\c1ccc(C(=O)O)cc1,7.4,10.0,0.2,-0.2
Cc1ccccc1NC(=O)C1CCN(S(=O)(=O)c2ccc3c(c2)CCC(=O)N3)CC1,1.6,4.7,-0.2,0.3
CCOc1ccc(N/C(C)=C/C(=O)c2ccc(C)o2)cc1,1.0,-4.8,-0.1,0.1
COc1ccc(-c2cnc3[nH]c(=O)n(CC4CCOCC4)c3n2)c(OC)c1OC,1.9,1.0,-0.4,0.0
COc1ccc(N2C(=O)NC(NC(=O)c3ccco3)(C(F)(F)F)C2=O)cc1 (stereo not given),2.2,-6.5,-0.1,-0.6
Cc1cccc(OCC(=O)Nc2ccc(O)cc2C(=O)O)c1,-3.7,-5.6,-0.2,-4.1
COc1ccc(NC(=O)C(C)N(c2ccc(Oc3ccccc3)cc2)S(C)(=O)=O)cc1 (stereo not given),-9.8,7.4,-0.1,4.5
CCN(CC)CCNC(=S)Nc1ccc2nc(N3CCN(C)CC3)cc(C)c2c1,-3.4,-0.8,-0.1,0.0
O=C(CN1CCN(c2ccc(F)cc2)CC1)Nc1ccccc1C(F)(F)F,-14.5,16.1,0.4,2.2
Cc1cccc(Oc2ccc(-n3c(C)ccc3C)cc2)c1,-5.7,12.7,-0.2,0.9
c1cc(-c2nc3ccc(Oc4ccc5nc(-c6ccncc6)[nH]c5c4)cc3[nH]2)ccn1,15.7,-9.5,0.0,-1.1
FC(F)(F)c1cccc(Nc2nc(Cl)nc(N3CCOCC3)n2)c1,2.0,12.1,-0.1,-0.7
O=C1C(=O)N(c2nccs2)C(c2ccc(F)cc2)/C1=C(\O)c1ccc(Br)cc1 (stereo not given),10.7,-4.9,0.0,0.2
CCn1ncc(CN2CCN(C)C(CCO)C2)c1C (stereo not given),-5.2,10.9,0.1,0.2
COc1ccc(-n2ncc3c(Nc4ccccc4SC)ncnc32)cc1,55.3*,-2.2,-0.2,0.9
Cc1nn(C)cc1CN(C)C(=O)Cn1nc([N+](=O)[O-])c(Cl)c1C,2.3,-14.3,-0.1,-0.6
O=C(Nc1cc(Cl)ccc1Cl)c1cc2n(n1)C(C(F)(F)F)CC(c1ccc3c(c1)OCO3)N2 (stereo not given),-9.2,5.0,-0.2,-1.5
CCCc1cc(CN(C)C(=O)CC2C(=O)NCCN2Cc2cccc(OC)c2)[nH]n1 (stereo not given),-8.0,-1.6,-0.1,-1.1
COc1cccc(C(=O)Nc2ccccc2NC(=O)c2ccccn2)c1OC,15.4,10.9,0.5,0.3
Cc1[nH]c2ccccc2c1C(=O)C(C)OC(=O)Cc1ccc2c(c1)OCCO2 (stereo not given),6.7,3.1,0.4,0.7
COc1cc(CNc2nc(C)c(-c3ccn(C4CCOC4)n3)s2)cc2c1OCO2 (stereo not given),-4.0,7.9,0.0,0.9
COc1ccc(CCNC(=O)C2CCC(=O)N2CCc2ccccc2)cc1OC (stereo not given),1.3,1.3,0.0,2.4

Not a hit list; 3.4% or so of the library scored in one or more.
